ATXN2 expr inh: inhibitors of ATXN2 expression. HEK-293 ATXN2-luciferase reporter, luminescence, 24 h. Potency, µM (titrated, usually from 57 µM), without a hit: top-dose activity change, negative = inhibition, most hits filed as inhibitors. 360,000 compounds, 0.72% hits; also: potency is read from the fitted curve at half-maximal effect; % is scaled to controls: 0 for no effect and ±100 for the full control effect; nearly all actives have a fitted effect of over 55% in size
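qHTS (up to 57 uM final) was run with 24 h compound exposure of reporter cells at 37 °C. Each well was multiplexed: SteadyGlo luminescence measured ATXN2-luciferase expression after a fluorogenic Gly-Phe-AFC viability readout (25 uM final).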
MCF10A rerep: induces DNA re-replication in MCF 10a normal breast cells | MCF 10A DNA re-replication, Hoechst nuclear intensity, 48 h | Potency, µM (top dose mostly 46.1 µM), inactives show top-dose activity, positive = re-replication, usual class: activators | 350,000 compounds, 2.9% hits; also: potency is read from the fitted curve at half-maximal effect; % of control where 0% means no effect; nearly all actives have a fitted effect of over 50% in size
HT1080NT lethal: kills 2HG-producing HT-1080-NT fibrosarcoma cells. HT-1080-NT fibrosarcoma viability, CellTiter-Glo ATP luminescence, 48 h. Potency, µM (titrated, usually from 46.1 µM), without a hit: top-dose activity, negative = less viability, actives largely listed as cytotoxic. 360,000 compounds, 1.6% hits. AID 686970;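 also: NT is the 2HG producing partner of a matched IDH1 knockdown line; potency is read from the fitted curve at half-maximal effect; 0% = DMSO-treated cells and -100% = media-only wells without cells; nearly all actives have a fitted effect of over 55% in size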
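HT-1080-NT; 750 cells/well; 5% FBS RPMI; 48 h compound, 37 degrees C; CellTiter-Glo luminescence; curve fitting and curve-class assignment.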
SW480 rereplic: induces DNA re-replication in SW480 colon adenocarcinoma cells; Potency, µM (highest dose often 46.1 µM), without a hit: at the top dose re-replication activation, most hits filed as activators; 340,000 compounds, 1.8% hits; SW480 DNA re-replication, Hoechst DNA content imaging, 48 h; also: potency is read from the fitted curve at half-maximal effect; % of control where 0% means no effect; nearly all actives have a fitted effect of over 55% in size
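Image-based DNA-content assay: after two days of treatment, nuclei were labelled with the DNA dye Hoechst and imaged, and hits were compounds raising the count of nuclei showing high fluorescence intensity.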
IL-1B inflam inh: inflammasome signaling inhibition, IL-1 beta readout | 360,000 compounds, 4.7% hits | AID 743279 | activity change, % at 57.5 µM | THP-1 LPS/ATP IL-1B secretion, AlphaLISA, 16 h; hits give low values; in the data active = activity change below about -50%; inconclusive = mostly about -30% to -49%; also: % is scaled to controls: 0 for no effect and ±100 for the full control effect
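THP-1 cells pretreated 1 hr with compounds (up to 57.5 uM final), then stimulated with LPS (250 ng/mL final) plus ATP (1.25 mM final); secreted IL-1B measured by AlphaLISA after 16 hr, decreased signal indicating inhibition.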
KB-3-1 tox: kills parental KB-3-1 adenocarcinoma cells. Potency, µM (titrated, usually from 46.1 µM), inactives show top-dose activity change, negative = cytotoxic, most hits filed as cytotoxic. KB-3-1 viability, CellTiter-Glo ATP luminescence, 72 h. AID 1347075. 400,000 compounds, 1.4% hits; also: potency is read from the fitted curve at half-maximal effect; % is scaled to controls: 0 for no effect and ±100 for the full control effect; nearly all actives have a fitted effect of over 60% in size
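KB-3-1 parental drug-naive adenocarcinoma cells in DMEM/10% FBS, incubated 72 h at 37 C with pin-transferred compounds across a concentration series. Viability by CellTiter-Glo luminescence; concentration-response curves fitted after normalization.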
WRN inhibitor: inhibitors of human WRN helicase. Q14191. 360,000 compounds, 0.46% hits. Potency, µM (top dose mostly 114 µM), inactives show top-dose activity change, negative = inhibition, most hits filed as inhibitors. WRN helicase unwinding, fluorescent forked duplex, kinetic. AID 651768; also: potency is read from the fitted curve at half-maximal effect; % is scaled to controls: 0 for no effect and ±100 for the full control effect; nearly all actives have a fitted effect of over 55% in size
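Enzyme (20 nM final) and test compound sit together 15 min at room temperature before substrate addition. Substrate is a single-forked duplex oligonucleotide (100 nM) labelled with fluorophore and quencher, with 2 mM ATP; helicase unwinding raises red fluorescence, read kinetically.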
HT1080 IDH1KD tx: kills HT-1080 cells with IDH1 knockdown; HT-1080 IDH1 knockdown viability, ATP luminescence, 48 h; Potency, µM (titrated, usually from 46.1 µM), inactives show at the highest dose activity, negative = toxicity, most hits filed as cytotoxic; 360,000 compounds, 2% hits;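 also: potency is read from the fitted curve at half-maximal effect; 0% = DMSO wells and -100% = cell-free medium wells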
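In this qHTS, HT-1080 cells depleted of IDH1 are exposed for 48 h at 37 °C to compound titrations. Toxicity is scored from CellTiter-Glo luminescence, with DMSO as full viability and medium alone as none.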
KB-V1 MDR tox: kills drug-selected multidrug resistant KB-V1 cells; KB-V1 MDR cells viability, CellTiter-Glo, 72 h; Potency, µM (top dose mostly 46.1 µM), without a hit: at the top dose activity change, negative = cytotoxicity, usual class: cytotoxic; 400,000 compounds, 3.4% hits; AID 1347076; also: potency is read from the fitted curve at half-maximal effect; % is scaled to controls: 0 for no effect and ±100 for the full control effect; nearly all actives have a fitted effect of over 60% in size
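KB-V1 cells (P-gp-expressing MDR subline of KB-3-1) in phenol-red-free DMEM with 10% FBS were exposed to library compounds over a concentration series for 72 h at 37 degrees C. Viability read by CellTiter-Glo luminescence; concentration-effect curves fitted after normalization.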
Starred values were filed as active, the others as inactive; ? = inconclusive; / = no result given; & = joins results of further samples; [ ] = dose if it differs, or a comment. Unless noted, calls follow the shape of the dose curve; as a rule, active = well fitted curve in the direction sought with a large enough effect; inconclusive = small, poorly fitted or top-dose-only effect, or another doubt; inactive = no such curve, though single readings can be large; an effect the other way counts as inactive or inconclusive.

SMILES	ATXN2 expr inh	MCF10A rerep	HT1080NT lethal	SW480 rereplic	IL-1B inflam inh	KB-3-1 tox	WRN inhibitor	HT1080 IDH1KD tx	KB-V1 MDR tox
COc1cccc(NC(=O)COC(=O)c2c(-c3ccccc3)noc2C)c1	-4%	1%	14%	0%	-1	-13%	0%	13%	-17%
O=C(CCC1CCN(Cc2nccs2)CC1)Nc1ccccc1	/	/	0%	/	-2	16%	-2%	1%	-15%
CCCCCc1ccc(OCCCC[n+]2cccc(C)c2)c(CCCCC)c1	10µM*	?	4.1µM*	?	-96*	9.2µM*	0%	4.1µM*	29%
O=C(Nc1cccc(Cl)c1)OCc1cn(-c2ccc(Cl)cc2)nn1	1%	0%	-2%	-1%	25	0%	4%	1%	0%
O=C(Nc1ccc(F)cc1F)c1csc(-c2ccccc2)n1	43%[activator]	?	-9%	?	0	7%	-12%	-7%	-2%
Cc1nnc(SCCOC(N)=O)n1C	11%	-4%	11%	-6%	0	13%	-1%	9%	?
CCCc1cc(=O)oc2cc(OC(C)C(=O)NCCCn3ccnc3)ccc12 (stereo not given)	2%	20%	4%	0%	33	2%	4%	11%	?
COc1ccc(CN2CCC(=O)N([C@H](CO)Cc3ccccc3)CC2)cc1	-2%	-10%	5%	0%	-11	9%	-1%	5%	-2%
CCCCc1nc2cc(C(=O)NCc3nccn3CC)ccc2o1	17%	-1%	?	10%	42	29%	-4%	22%	-3%
COc1ccc(-c2[nH]n(-c3ccc([N+](=O)[O-])cc3)c(=O)c2C=NCC2CCCO2)cc1 (stereo not given)	-2%	?	2%	75%	44	10%	-5%	4%	-12%
O=C(Cc1csc(N2CCOCC2)n1)N/N=C/c1ccc(O)c(O)c1O	-21%	-1%	-5%	-9%	-6	?	22µM*	-5%	-2%
Cc1cccc(CN2CCN(C3CN(Cc4cn(Cc5ccc(Cl)cc5)nn4)S(=O)(=O)C3)CC2)c1 (stereo not given)	-17%	/	1%	/	-18	?	-2%	2%	?
O=C(CSc1nnc(-c2ccncc2)s1)Nc1ccc(Cl)c(C(=O)O)c1	-5%	19%	6%	7%	10	11%	-15%[57.1 µM]	15%	27%
CCOC(=O)N1CCN(C(=O)CSc2ccc(-c3ccccc3OC)nn2)CC1	-20%	2%	0%	-1%	-9	11%	5%	5%	?
COc1ccc(C(=O)NCc2ccc(-c3nc4ccccc4s3)cc2)cc1OC	0%	?	?	4%[9.22 µM]	12	-17%	-10%	?	0%
Cc1ccc(C(=O)NC(=S)NCc2cccnc2)cc1C	-18%	13%	-3%	2%	-3	-6%	-9%	0%	?
Cn1nnc2cc(C(=O)N3CCSCC3)ccc21	4%	?	2%	-4%	19	-2%	-2%	8%	20%
O=C(COc1ccc2ccccc2c1)NC1=NCCS1	52%[activator]	1%	13%	2%[9.22 µM]	-17	2%	-5%	15%	9%
O/C=c1\ccc2cccc3nc(C(F)(F)F)nc1c23	-27%	21µM*	-25%	14%	-1	-3%	79µM*	-9%	-12%
COc1cccc(C(=O)Nc2ccc(C)cc2)c1	4%	-3%	4%	-15%	0	-22%	-8%	3%	1%
COc1ccc(N2C(=O)N3[C@H](c4ccc(Cl)cc4)[C@@H]4C(=O)N(C5CCCCC5)C(=O)[C@@H]4[C@]3(C)C2=O)cc1	-12%	13%	-20%	-2%	-5	?	-2%	-14%	0%
Cn1nnnc1SCC(=O)Nc1ccc(Oc2ccccc2)cc1	52%[activator]	3%	-8%	-1%	14	-5%	-1%	-9%	2%
COc1ccc(-c2cc(C)no2)cc1S(=O)(=O)Nc1ccc(NC(C)=O)cc1	3%	?	?	18%	2	?	-9%	?	5%
CN(C)C(=O)CCc1ccc2c3c([nH]c2c1)[C@]1(C)[C@@H](C(=O)N2CCOCC2)C[C@H](CC(=O)NCc2ccco2)C(=O)N1CC3	1%	-1%	4%	-5%	0	0%	3%	7%	0%
COC(C(=O)NNS(=O)(=O)c1ccc([N+](=O)[O-])cc1)c1ccccc1 (stereo not given)	-14%	-4%	28%	-6%	18	0%	6%	15%	11%

Remaining list, next part.
SMILES	ATXN2 expr inh	MCF10A rerep	HT1080NT lethal	SW480 rereplic	IL-1B inflam inh	KB-3-1 tox	WRN inhibitor	HT1080 IDH1KD tx	KB-V1 MDR tox
COc1ccc(CN(C(=O)c2ccco2)C2CCS(=O)(=O)C2)cc1 (stereo not given)	-4%	0%	9%	0%	0	11%	1%	23%	0%
O=C(Nc1nnc(SCc2ccc(Cl)cc2Cl)s1)C1COc2ccccc2O1 (stereo not given)	-11%	18µM*	-5%	0%	?	-5%	-10%	-2%	-20%
O=C(CSc1nnnn1-c1ccc(Cl)cc1)N1CCNC1=O	6%	23%	0%	0%	3	-19%	-5%	-1%	-2%
CN(Cc1ccc(Cl)cc1)C(=O)CCl	?	?	?	?	-103*	16µM*	-6%	16µM*	?
O=C1CC[C@@H](C(=O)N2CSC[C@@H]2C(=O)Nc2ccc(C(F)(F)F)cc2)N1	/	/	0%	/	-1	-8%	-12%	-2%	-1%
COCc1[nH]nc2c1C(c1c(F)cccc1Cl)C(C#N)=C(N)O2 (stereo not given)	7%	3%	-2%	-1%	?	-17%	0%	-2%	20%
Cc1nc2ccccn2c1C(=O)NCCCN1CCOCC1	13%	-1%	?	2%	2	5%	6%	19%	0%
COCCCNC(=O)C12CCC(C)(C(=O)C1)C2(C)C (stereo not given)	-2%	2%	12%	-8%[9.22 µM]	-16	0%	7%	20%	2%
O=C(NCCCN1CCCC1=O)c1ccc2c(c1)NC(=O)C(N1CCOCC1)S2 (stereo not given)	-3%	-9%	-5%	-7%	-2	26%	-24%	-3%	2%
COc1ccc(NC(=O)Cn2c(C)cc(=O)c3ccccc32)cc1	/	26%	-20%	?	39	1%	4%	?	-30%
Cc1c(O)ccc(NC(=O)/C=C/c2ccccc2)c1C	31%	0%	1%	2%	0	-8%	-7%	-12%	-22%
CCOC(=O)c1nn(-c2ccc(F)cc2)c2nc(-c3ccccc3)c(C#N)c(=O)n12	-6%	2%	22%	5%	10	4%	-1%	21%	?
Cc1cc(=O)oc2cc(OC(C)C(=O)N3CCOCC3)ccc12 (stereo not given)	3%	1%	7%	-4%	3	10%	4%	1%	-16%
CN(C)S(=O)(=O)c1cc(NC(=O)COC(=O)Cc2cccc3ccccc23)ccc1Cl	-13%	14%	19%	0%	2	19%	0%	1%	0%
Cc1sc(NC(=O)CSc2nc(N)n(CC(=O)c3ccccc3)n2)c(C#N)c1C	10%	-2%	-9%	0%	-14	-15%	-21%	-10%	-18%
Cc1ccc2nc(-c3cccnc3)c(Nc3ccccc3C)n2c1	-33%&-23%	1%	1%	0%	-52*	-2%&2%	-7%	1%	?
CCOC(=O)c1c(NCc2ccccc2)n[nH]c1C	2%	-1%	7%	-700%[inhibitor]	-13	-4%	-33%[57.1 µM]	5%	-28%
O=C(O)C(Cc1c[nH]c2ccccc12)N1CCS(=O)(=O)CC1 (stereo not given)	-23%	11%	1%	23%	0	-8%	0%	0%	10%
O=c1c2cn[nH]c2nc(SCc2c(F)cccc2F)n1-c1ccc(Cl)cc1	-13%	?	-13%	15%	-74*	?	-3%	?	9%&8%
CC1C/C(=N\NC(=O)c2ccc([N+](=O)[O-])cc2)CC(C)(C)C1 (stereo not given)	/	8%	0%	-6%	29	0%	-8%	0%	-7%

A different layout for some results above.
smiles | ATXN2 expr inh | MCF10A rerep | HT1080NT lethal | SW480 rereplic | IL-1B inflam inh | KB-3-1 tox | WRN inhibitor | HT1080 IDH1KD tx | KB-V1 MDR tox
CCOC(=O)c1nn(-c2ccc(F)cc2)c2nc(-c3ccccc3)c(C#N)c(=O)n12 | -6% | 2% | 22% | 5% | 10 | 4% | -1% | 21% | ?
O=C1CC[C@@H](C(=O)N2CSC[C@@H]2C(=O)Nc2ccc(C(F)(F)F)cc2)N1 | / | / | 0% | / | -1 | -8% | -12% | -2% | -1%
CC1C/C(=N\NC(=O)c2ccc([N+](=O)[O-])cc2)CC(C)(C)C1 (stereo not given) | / | 8% | 0% | -6% | 29 | 0% | -8% | 0% | -7%
Cc1ccc2nc(-c3cccnc3)c(Nc3ccccc3C)n2c1 | -33%&-23% | 1% | 1% | 0% | -52* | -2%&2% | -7% | 1% | ?
O=C(CSc1nnnn1-c1ccc(Cl)cc1)N1CCNC1=O | 6% | 23% | 0% | 0% | 3 | -19% | -5% | -1% | -2%
CN(C)S(=O)(=O)c1cc(NC(=O)COC(=O)Cc2cccc3ccccc23)ccc1Cl | -13% | 14% | 19% | 0% | 2 | 19% | 0% | 1% | 0%
Cc1sc(NC(=O)CSc2nc(N)n(CC(=O)c3ccccc3)n2)c(C#N)c1C | 10% | -2% | -9% | 0% | -14 | -15% | -21% | -10% | -18%

Source: PubChem BioAssay (National Center for Advancing Translational Sciences (NCATS))

An unsorted share of the library, and some 12% of all compounds hit somewhere here.
